Compound activity deposited in PubChem BioAssay by The Scripps Research Institute Molecular Screening Center.
TAAR1 antagonist = antagonists of human TAAR1 | Q96RJ0 | CHO RD-HGA16 TAAR1, Fluo-8 calcium fluorescence, antagonist | inhibition, % at 3 µM | actives 1.5% (n = 360,000);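 active = inhibition above a per-plate cutoff, the mean inhibition of test compounds on that plate plus 3 SD, cut at about 49% in these data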;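 note: 0% = DMSO plus EC80 beta-PEA response and 100% = DMSO alone without agonist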
Target sequence (Q96RJ0 whole entry, looked up): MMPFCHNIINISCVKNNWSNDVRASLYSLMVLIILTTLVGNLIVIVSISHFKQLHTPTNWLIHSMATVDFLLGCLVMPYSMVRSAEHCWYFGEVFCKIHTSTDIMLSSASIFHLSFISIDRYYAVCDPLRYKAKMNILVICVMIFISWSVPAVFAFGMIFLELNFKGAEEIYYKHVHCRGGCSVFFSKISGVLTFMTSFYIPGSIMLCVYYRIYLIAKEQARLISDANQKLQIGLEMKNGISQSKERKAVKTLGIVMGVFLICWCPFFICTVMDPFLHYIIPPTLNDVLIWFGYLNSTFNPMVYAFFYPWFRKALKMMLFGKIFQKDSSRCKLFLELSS
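Test system: RD-HGA16 CHO cells with stable hTAAR1 and Gα16 / Probe or stimulus: EC80 β-phenethylamine stimulus / Times: seeding 17-24 h prior, 75-min 37 °C, 30-min RT dye loading / Detection: Fluo-8 calcium-sensitive fluorescence / Read-out basis: % inhibition scaled between DMSO and EC80 PEA controls / Repeats: singlicate, one well per test compound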
CHO-K1 Ca PAM = counter-screen for M1 PAMs: effect in parental CHO-K1 cells | ATP EC20, Fluo-8 calcium fluorescence; 0% at ATP EC20, 100% at ATP max | actives 0.02% (n = 360,000) | activation, % at 3 µM;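 active = activation above the run cutoff, the mean activation of all test compounds plus 3 SD, cut at about 40% in these data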;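 note: peak over basal fluorescence ratio in a 140 s read after ATP addition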
GPR7 antag = antagonists of human GPR7 (neuropeptides B/W receptor 1). GPR7-expressing cells, fluorescence antagonist assay. P48145. inhibition, % at 4.4 µM. actives 1.1% (n = 290,000); in the data active = inhibition above about 16%, passing the limit was not always enough;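 note: cells stimulated with the agonist NPW; 0% = agonist with vehicle and 100% = vehicle without agonist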
Target sequence (P48145 whole entry, looked up): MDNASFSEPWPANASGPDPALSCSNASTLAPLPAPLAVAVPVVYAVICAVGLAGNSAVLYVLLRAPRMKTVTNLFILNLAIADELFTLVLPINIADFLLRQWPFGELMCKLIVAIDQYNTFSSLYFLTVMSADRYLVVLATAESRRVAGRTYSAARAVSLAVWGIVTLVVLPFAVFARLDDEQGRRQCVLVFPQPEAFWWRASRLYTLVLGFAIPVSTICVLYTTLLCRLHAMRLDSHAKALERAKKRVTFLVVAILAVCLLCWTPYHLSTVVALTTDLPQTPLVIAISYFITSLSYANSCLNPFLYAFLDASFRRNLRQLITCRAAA
CHO-K1 Ca antag = counter-screen for M1 antagonists: effect in parental CHO-K1 cells; ATP-induced calcium, Fluo-8 fluorescence; inhibition, % at 3 µM; actives 0.6% (n = 360,000); AID 602250;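 active = inhibition above a per-plate cutoff, the plate's mean sample inhibition plus 3 SD, cut at about 24% in these data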;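 note: 0% = DMSO plus EC80 ATP and 100% = DMSO alone without ATP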
CHO parental Ca = counter-screen for OX1R antagonists: effect in parental CHO cells | parental CHO-K1, ATP-induced calcium, Fluo-8 fluorescence | inhibition, % at 5.6 µM | actives 0.63% (n = 330,000) | AID 463079;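 active = inhibition above that plate's mean sample inhibition plus 3 SD, cut at about 26% in these data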;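 note: 0% = ATP-challenged DMSO wells and 100% = DMSO wells without ATP; some compounds past the cut are filed as inactive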
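material = parental CHO cells | also added = ATP as calcium-mobilizing challenge | dosing = single point at 5.6 µM | detection = intracellular calcium via Fluo-8 no-wash fluorescent dye | read-out = % inhibition | benchmarks = low control ATP plus DMSO, high control DMSO only | repeats = one well per compound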
OXTR agonist = human OXTR agonism | P30559 | AID 2435 | actives 0.32% (n = 320,000) | CHO-OTR cells, Fluo-8 calcium fluorescence; normalized: DMSO 0%, oxytocin 100% | activation, % at 3 µM;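 active = activation above the mean of all tested compounds plus 3 SD, cutoff set per screening run, cut at about 20% in these data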;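 note: peak over basal fluorescence ratio from a 100 s FLIPR kinetic read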
OXTR potentiate = human OXTR potentiation | activation, % at 3 µM | CHO-OTR cells, Fluo-8 calcium fluorescence, potentiator mode; 0% = oxytocin EC15, 100% = EC100 | P30559 | actives 0.061% (n = 320,000);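 active = activation above that plate's cutoff, the mean activation of tested compounds plus 3 SD, cut at about 6.6% in these data, passing the limit was not always enough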;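 note: 100% uses oxytocin at 75 nM as the full agonist control; some results filed as inactive read as strong as hits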
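assay system = CHO-OTR cells, human receptor | schedule = compound 6 min at room temperature before oxytocin, 100 s read | detection = Fluo-8 intracellular calcium fluorescence, ex 470-495, em 515-575 nm | evaluation = normalized max/min fluorescence ratio, % activation | control set = EC15 oxytocin alone as 0%, 75 nM oxytocin (EC100) as 100%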
V1R ag counter = counter-screen for oxytocin receptor agonists: human V1a receptor agonists; activation, % at 3 µM; P37288; CHO-V1R cells, Fluo-8 calcium fluorescence, agonist mode; 0% DMSO, 100% 3 nM vasopressin; actives 0.25% (n = 320,000);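 active = activation above the mean activation of all tested compounds plus 3 SD, per screening run, cut at about 20% in these data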;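 note: signal is peak over basal fluorescence ratio across a 100 second FLIPR read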
Target sequence (P37288 whole entry, looked up): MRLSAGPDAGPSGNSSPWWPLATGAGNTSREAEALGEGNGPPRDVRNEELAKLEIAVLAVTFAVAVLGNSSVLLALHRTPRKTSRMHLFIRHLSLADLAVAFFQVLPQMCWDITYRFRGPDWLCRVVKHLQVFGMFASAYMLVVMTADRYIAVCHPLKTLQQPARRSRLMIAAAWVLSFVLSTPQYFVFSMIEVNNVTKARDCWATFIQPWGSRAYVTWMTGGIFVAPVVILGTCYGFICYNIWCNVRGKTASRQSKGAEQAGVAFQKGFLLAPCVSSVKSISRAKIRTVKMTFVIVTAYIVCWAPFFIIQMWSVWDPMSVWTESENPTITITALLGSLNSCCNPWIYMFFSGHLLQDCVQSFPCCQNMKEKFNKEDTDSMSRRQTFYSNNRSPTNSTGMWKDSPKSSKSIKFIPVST
M1 ag parental = counter-screen for M1 agonists: effect in parental CHO-K1 cells | actives 0.48% (n = 360,000) | Fluo-8 calcium fluorescence; scaled to maximal ATP response, vehicle zero | activation, % at 3 µM; in the data active = activation above about 15%;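 note: untransfected CHO-K1 host cells lacking M1 receptor as counterscreen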
Starred values were filed as active, the others as inactive; . = no result given. Only part of the results is shown, so the mix of outcomes need not match the whole.

SMILES	TAAR1 antagonist	CHO-K1 Ca PAM	GPR7 antag	CHO-K1 Ca antag	CHO parental Ca	OXTR agonist	OXTR potentiate	V1R ag counter	M1 ag parental
CCc1c(C)nc(N)nc1N1N=C1SCC#N	-4	3	-13	3	-8	1.4	7	0.6	0.2
c1cc2c(cc1CN1CCNCC1)OCO2	.	-10	-14	10	-4	0.0	-5	0.4	-0.2
COC(=O)C1=C(c2ccc3ccccc3c2)C[C@@H]2CC[C@H]1N2C(=O)NC1CCCCC1	.	9	.	-9	-27	-1.8	4	-1.1	-0.8
Cc1ccc(OC(=O)N(C)C[C@@H]2OCc3cnnn3CCCC(=O)N([C@H](C)CO)C[C@@H]2C)cc1	3	12	.	-12	.	.	.	.	1.2
CCNc1cc(N2CCNCC2)ccc1[N+](=O)[O-]	.	.	-6	.	8	0.5	1	0.1	.
CN(C)c1ccc(/C=C/C=C/c2sc3ccccc3[n+]2C)cc1	2	3	-8	16	9	-0.1	-6	0.4	12
COC(=O)C1=C(c2cc3ccccc3s2)C[C@@H]2CC[C@H]1N2C(=O)NCCO	0	14	.	-16	-4	0.1	-9	0.1	-0.6
CC1CN(c2ccccn2)C(C)CN1C(=O)C(O)(c1ccccc1)c1ccccc1 (centres undefined)	-16	26	.	-28	.	.	.	.	-1.1
CC(c1ccccc1F)n1cc(C(=O)Nc2ccc3nc[nH]c3c2)nn1 (centres undefined)	-14	-6	19	14	-4	0.2	-3	0.3	0.5
Fc1ccc(N2CCN(Cc3ccc4c(c3)OCO4)CC2)cc1	2	13	-9	-8	-13	-2.0	-1	-1.2	4.4
O=[N+]([O-])c1ccc(N2CCCCC2)c2ncccc12	3	-1	-3	8	-6	-1.0	-2	4.3	0.1
O=C(NC(C(Cl)Cl)N1CCOCC1)c1ccccc1 (centres undefined)	2	21	-11	-1	-7	0.9	-4	1.4	1.9
COc1cc2oc(=O)c(CC(=O)N3C[C@H]4C[C@@H](C3)c3cccc(=O)n3C4)c(C)c2cc1Cl	11	5	.	-1	.	.	.	.	0.0
CC(Cc1ccccc1)N(C)CC1C(=O)C2CCC1C2 (centres undefined)	13	19	.	-18	.	.	.	.	0.7
O=Cc1c(C(=O)O)n(Cc2ccc(F)cc2Cl)c2ccccc12	-12	5	3	-18	.	.	.	.	1.7
O=c1[nH]c(=S)n(CCC2=CCCCC2)c(O)c1/C=N/Nc1ccccc1	-42	9	1	-3	-9	0.3	0	0.3	1.1
O=C1C(Cc2cnc[nH]2)NC(=S)N1c1ccccc1 (centres undefined)	19	-8	-20	-5	.	.	.	.	0.0
C[C@H]1[C@@H](c2ccccc2)O[C@@H](c2ccccc2Br)N1C	16	6	.	-4	-8	0.1	-6	0.6	0.5
COc1cc(C(=O)N2C[C@H]3C[C@@H](C2)c2cccc(=O)n2C3)cc(OC)c1OC	22	-2	-1	11	-13	0.4	3	1.0	0.5
COC(=O)C1=C(c2ccc(F)cc2OCc2ccccc2)C[C@@H]2CC[C@H]1N2C(=O)NCCO	.	-23	.	3	-18	-0.3	-1	0.3	-0.3
CN(C)c1ccc(/C=C2/C(=O)NC(=O)N(CCc3ccc(F)cc3)C2=O)cc1	11	17	-5	-2	-10	1.0	3	1.3	0.6
CCOC(=O)C(O)(c1ccc(N=c2ccccn2C)cc1)C(F)(F)F (centres undefined)	-22	0	-11	9	-16	0.3	3	2.8	-0.1
CC1(C)OC1COc1c2occc2cc2ccc(=O)oc12 (centres undefined)	-1	14	-10	-22	4	-0.1	2	0.2	0.5
Cn1cccc1/C=C1/C(=O)NC(=O)N(C(C)(C)C)C1=O	0	-2	-13	2	-4	-0.3	-1	0.2	0.5
CN(C)Cc1c[nH]c2ccccc12	-4	8	.	3	-14	1.5	3	0.3	0.6
COc1ccccc1Sc1ccccc1CC(C)N (centres undefined)	10	13	9	-2	-11	5.3	-4	9.5	2.5
CCCCn1c(O)c(C(C)=Nc2c(C)n(C)n(-c3ccccc3)c2=O)c(=O)[nH]c1=O	-7	4	-20	-6	-23	-1.2	-5	-0.5	-0.1
COC(=O)C1=C(c2ccccc2)C[C@@H]2CC[C@H]1N2C(=O)NCCNC(C)=O	8	11	.	-13	-11	-0.5	1	0.9	0.5
Cc1cc(C=C2C(=O)N(C)C(=O)N(C)C2=O)c(C)n1-c1ccccc1	-6	25	-1	-16	-5	-0.7	0	0.5	1.0
C[C@@H]1CN([C@H](C)CO)C(=O)CCCn2nncc2CO[C@H]1CN(C)C(=O)Oc1ccc2ccccc2c1	10	12	.	-8	.	.	.	.	0.3
N#Cc1ccc(NC(=O)CN2CCCCCC2)cc1Cl	5	-3	7	-13	-2	2.9	-4	2.1	1.4
CCn1cc(C=C2C(=O)NC(=O)NC2=O)c2ccccc21	-2	5	-9	-16	-4	-1.7	-5	0.5	0.1
COc1ccc(OC)c(NP(=O)(Oc2ccccc2)Oc2ccccc2)c1	-9	-2	-13	-14	.	.	.	.	-0.2
COC(=O)C1=C(c2cccc(OC)c2OC)C[C@@H]2CC[C@H]1N2C(=O)NCCNC(C)=O	13	9	.	-7	-14	0.3	1	1.6	0.5
Cc1cccc(CNCCc2c[nH]c3ccccc23)c1	10	20	25	-6	-8	12	-20	3.4	23*
CCC(=O)N1CC(=O)Nc2ccc(F)cc2C1c1ccccc1 (centres undefined)	-10	11	-4	-4	0	0.1	-3	0.1	0.0
Cc1cc(Oc2ccc(C(F)(F)F)cc2[N+](=O)[O-])c2c3c(c(=O)oc2c1)CCC3	6	7	-10	-4	0	-0.1	-4	0.3	-0.1
COCCCN1Cc2ccccc2C1=N	-4	8	-15	-12	3	-0.1	-6	-0.1	0.5
O=C(N/N=C1/CN2CCC1CC2)c1cccc(O)c1	16	5	-14	-11	-4	-0.5	-14	1.1	0.4
COC(=O)c1c(C)n(Cc2ccc3c(c2)OCO3)c2ccc(O)cc12	24	15	-10	-13	-3	2.9	-12	3.1	5.6
CC1C(c2cccs2)=[N+]([O-])C(C)(C(=O)c2ccc(Cl)cc2)N1O (centres undefined)	11	18	7	1	-6	-0.8	2	-0.1	0.4
O=C(Nc1cccc(C(F)(F)F)c1)OC1CN2CCC1CC2 (centres undefined)	-7	-7	5	4	-15	6.0	-5	3.0	2.2
CCC(C)N1C(=O)/C(=C\c2ccc(N3CCCCCC3)cc2)C(=O)NC1=S (centres undefined)	4	18	-8	-6	-6	-1.2	0	-0.5	1.1
CCN(CC)c1ccc(N=Cc2c(O)n(-c3ccccc3C)c(=O)[nH]c2=O)cc1	15	10	-10	-21	-24	0.3	-12	0.2	0.6
CC(=O)OC1C2CCC1C(N1CCCC1)CC2 (centres undefined)	-15	11	2	-1	-11	1.5	-6	1.3	0.2
COc1cc(C2c3cc(O)c(OC)cc3CC3C(=O)OCC32)ccc1O (centres undefined)	3	1	.	3	.	.	.	.	0.6
COc1cc(NC(=O)CN2C3CCC2CC(O)(c2cccnc2)C3)cc(OC)c1 (centres undefined)	-9	15	3	-5	-10	0.7	1	0.2	0.1
O=c1[nH]c(O)c(C=Nc2ccccc2[N+](=O)[O-])c(=O)[nH]1	.	.	-4	.	-7	0.3	-6	1.8	.
CCOc1ccc(CC2C(=O)NC(=O)N(c3ccc(CC)cc3)C2=O)cc1 (centres undefined)	-11	14	-7	-3	-5	-0.3	-13	0.9	4.3
CN(C)CC1Oc2ccccc2OC1(O)c1ccccc1 (centres undefined)	10	16	16	-2	.	.	.	.	1.8
Cc1cc(OC(=O)c2ccco2)c2c3c(c(=O)oc2c1)CCC3	-2	15	2	-1	-9	-1.2	-11	0.0	-0.1
COc1ccccc1NC(=O)COC(=O)c1cc(C)n(C2CC2)c1C	1	19	.	-14	-24	0.2	-1	0.0	0.3
Fc1ccc(N2Cc3ccccc3-n3nncc3C2)cc1	-6	9	.	13	.	.	.	.	1.4
COc1ccc(-n2c(C)nc3cc(C(=O)N4CCC5(CC4)OCCO5)ccc32)cc1	-6	1	6	-6	-1	1.0	-8	0.0	0.1
COc1ccc(OC(=O)N(C)C[C@@H]2OCc3cnnn3CCCC(=O)N([C@H](C)CO)C[C@H]2C)cc1	-23	22	.	-11	.	.	.	.	0.0
Cc1cc(C=C2C(=O)N(C)C(=S)N(C)C2=O)c(C)n1-c1ccncc1	-16	-25	-10	2	-11	1.9	1	3.2	-0.1
O=C(Cn1cnc2ccccc2c1=O)NCC(=O)N1CCC2(CC1)OCCO2	-1	19	-10	-6	-5	0.1	-20	0.4	0.6
O=C(CCN1CCCCC1)NCC(=O)Nc1ccc(Br)cc1C(=O)c1ccccc1	-22	-5	2	4	-15	2.2	-2	2.0	-0.3
COc1ccc(C(=O)C2CCCN(Cc3ccc(F)cc3F)C2)cc1F (centres undefined)	-3	10	-18	-14	.	.	.	.	1.7
CN(C)C(=O)Oc1ccc(-c2cn3cc(Cl)ccc3n2)cc1	8	-10	-7	12	-4	-0.8	2	1.3	0.0

Following part.
SMILES	TAAR1 antagonist	CHO-K1 Ca PAM	GPR7 antag	CHO-K1 Ca antag	CHO parental Ca	OXTR agonist	OXTR potentiate	V1R ag counter	M1 ag parental
CCN(CC)c1ccc([N+](=O)[O-])c2cccnc12	-12	-11	-12	3	-29	-2.4	-2	-1.5	-0.4
CC1=Nc2cc(C(=O)N3CCC4(CC3)OCCO4)ccc2Sc2ccc(Cl)cc21	-39	7	0	-11	-24	0.1	3	3.0	2.3
COC(=O)C1=C(c2ccc(F)cc2OCc2ccccc2)C[C@@H]2CC[C@H]1N2C(=O)NC1CCN(Cc2ccccc2)CC1	10	9	.	-11	-31	0.4	-6	0.8	0.1
CC(Cc1ccccc1)NC(N)=O (centres undefined)	-6	12	-1	-11	-8	1.0	1	-0.2	0.2
CN(C)c1cc(N)c2c(n1)CCC2 (tested in a mixture with another compound)	-6	12	1	-10	-3	1.6	-3	0.1	0.3
CC12CCC(O)CC1CCC1C2CCC2(C)C(C3=CC(=O)OC3)C(O)CC12O (centres undefined)	-20	2	.	-9	.	.	.	.	0.8
CC(C)c1ccccc1NC1=NCCCS1	1	20	1	-6	-14	3.3	-11	0.0	0.0
CC(=O)CC(C)(C)n1c[n+](C)nn1	0	0	-6	-19	-1	1.6	-1	0.9	0.0
COc1ccc(O)c(C(C)(C)C)c1	-8	18	-17	-9	-8	-1.9	-8	-0.6	1.0

By substructure: the compounds so far containing a thiophene ring, fused or not
SMILES	TAAR1 antagonist	CHO-K1 Ca PAM	GPR7 antag	CHO-K1 Ca antag	CHO parental Ca	OXTR agonist	OXTR potentiate	V1R ag counter	M1 ag parental
COC(=O)C1=C(c2cc3ccccc3s2)C[C@@H]2CC[C@H]1N2C(=O)NCCO	0	14	.	-16	-4	0.1	-9	0.1	-0.6
CC1C(c2cccs2)=[N+]([O-])C(C)(C(=O)c2ccc(Cl)cc2)N1O (centres undefined)	11	18	7	1	-6	-0.8	2	-0.1	0.4
